FBPA Giardia inh = Giardia lamblia aldolase inhibition | A8B2U2 | purified Giardia FBPA | Potency, µM (titrated, usually from 59.6 µM), for the others: top-dose activity, negative = inhibition, actives largely listed as inhibitors | hit rate 0.71% among 290,000 | AID 2451; note: potency is the fitted concentration of half-maximal effect; nearly all actives have a fitted effect of over 55% in size
Target sequence (A8B2U2 whole entry, looked up): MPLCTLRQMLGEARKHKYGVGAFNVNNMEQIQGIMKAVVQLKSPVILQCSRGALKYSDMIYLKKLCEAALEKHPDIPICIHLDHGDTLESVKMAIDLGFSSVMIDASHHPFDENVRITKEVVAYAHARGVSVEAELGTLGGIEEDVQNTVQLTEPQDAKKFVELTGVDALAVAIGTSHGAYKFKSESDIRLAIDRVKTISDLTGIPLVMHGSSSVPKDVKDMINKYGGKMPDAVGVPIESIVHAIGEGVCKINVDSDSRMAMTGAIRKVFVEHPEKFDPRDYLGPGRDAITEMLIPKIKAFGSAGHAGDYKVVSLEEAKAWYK
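Giardia FBPA (40 nM reagent) was preincubated 10 min at RT with compound (up to 57.5 uM final), then substrate plus GAPDH/TPI/NAD/arsenate coupling system with diaphorase/resazurin was added; resorufin fluorescence (525/598 nm) was read after 20 min.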
AmpC detergent = blocks E. coli AmpC beta-lactamase in detergent assay; AmpC hydrolysis of nitrocefin, absorbance 480 nm, 0.01% Triton; Potency, µM (top dose mostly 114 µM), without a hit: at the top dose activity change, negative = inhibition, most hits filed as inhibitors; hit rate 0.041% among 370,000; AID 485294;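 note: potency is the fitted concentration of half-maximal effect; 0% = no-compound wells and -100% = no-enzyme wells; nearly all actives have a fitted effect of over 25% in size; some results filed as inactive show a strong effect at the top dose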
Target sequence (P00811 whole entry, looked up): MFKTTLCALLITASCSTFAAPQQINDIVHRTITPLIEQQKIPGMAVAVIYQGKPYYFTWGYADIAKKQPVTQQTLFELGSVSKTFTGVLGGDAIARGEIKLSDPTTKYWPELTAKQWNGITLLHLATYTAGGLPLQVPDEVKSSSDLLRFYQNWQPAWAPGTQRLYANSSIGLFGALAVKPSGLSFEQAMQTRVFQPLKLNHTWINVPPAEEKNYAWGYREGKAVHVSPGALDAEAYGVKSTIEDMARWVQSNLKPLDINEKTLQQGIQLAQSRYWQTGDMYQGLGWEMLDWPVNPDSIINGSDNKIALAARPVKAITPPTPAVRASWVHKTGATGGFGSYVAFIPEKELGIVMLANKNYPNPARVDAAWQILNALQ
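20 mM phosphate pH 7.0 + 0.01% (detergent screen) or 0.0001% Triton X-100; 5.3 nM AmpC reagent; cpd preinc 15 min RT; nitrocefin (800 uM stock) to start; A480 q20 s × 4 min; Activity was normalised to no-enzyme and no-compound control wells.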
HCMV inh = human cytomegalovirus inhibition; AID 1259415; hit rate 4.5% among 410,000; activity change, negative = inhibition, % at 57.5 µM; HFF cells, HCMV-luciferase reporter, 72 h; stronger effect = lower value; in the data active = activity change below about -60%; inconclusive = no clear call, values can overlap the other calls; inactive = above about -39%
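Luciferase read-out from HCMV-luciferase-infected HFFs (MOI 1 PFU/cell) 72 h post infection at 37C; compounds added after 16 h cell attachment; activity normalized between buffer-only basal and Salinomycin (10uM) inhibitor controls.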
Sm TGR inh = inhibitors of Schistosoma mansoni thioredoxin glutathione reductase. hit rate 3% among 360,000. AID 485364. purified TGR, DTNB reduction, TNB absorbance 405 nm. Potency, µM (series often up to 114 µM), for inactives: at the highest dose activity change, negative = inhibition, most hits filed as inhibitors; note: potency is the fitted concentration of half-maximal effect; nearly all actives have a fitted effect of over 60% in size
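Kinetic colorimetric format: TGR-catalysed, NADPH-driven DTNB reduction monitored via TNB absorbance. Enzyme dispensed at 20 nM; compound exposure 15 min at room temperature before reaction start.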
HCV inh = inhibitors of hepatitis C virus infection | Huh7.5.1 HCVcc-Cre infection, luciferase reporter, 44 h | Potency, µM (series often up to 41.8 µM), without a hit: at the highest dose activity change, negative = inhibition, most hits filed as inhibitors | hit rate 3.4% among 340,000 | AID 651820; note: potency is the fitted concentration of half-maximal effect
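1,000 cells/well; 4 h culture; + compound; + HCVcc-Cre (~0.5 moi); 44 h; luciferase substrate, RT 15 min; read 15 sec.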
AMA1-RON2 inh = inhibitors of Plasmodium falciparum AMA1-RON2 interaction; AlphaScreen AMA1-biotinylated RON2 peptide binding; Potency, µM (titrated, usually from 58.2 µM), without a hit: top-dose activity change, negative = inhibition, actives largely listed as inhibitors; hit rate 0.2% among 360,000; AID 720542;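 note: potency is the fitted concentration of half-maximal effect; 0% = vehicle wells and -100% = peptide control; nearly all actives have a fitted effect of over 45% in size; some results filed as inactive show a strong effect at the top dose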
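AMA1 (3D7) with his tag at 25 nM final met compounds first, then biotinylated RON2 peptide at 25 nM; detection used donor plus acceptor beads, 10 µg/mL apiece, read by AlphaScreen after 30 min at room temperature.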
An asterisk follows results filed as active; u = inconclusive; x = not tested or not shown; & = joins results of further samples; [ ] = remark or other dose. Unless noted, calls come from the whole dose curve; as a rule, active = well fitted curve in the direction sought with a large enough effect; inconclusive = small, poorly fitted or top-dose-only effect, or another doubt; inactive = no such curve, though single readings can be large; an effect the other way counts as inactive or inconclusive. Unless noted, % is set by controls: 0 for no effect and ±100 for the full control effect.

SMILES	FBPA Giardia inh	AmpC detergent	HCMV inh	Sm TGR inh	HCV inh	AMA1-RON2 inh
Nc1cccnc1-n1nc(C(F)(F)F)cc1C(F)(F)F	0%	7%	22	-1%	-9%	12%
COc1ccc(OC)c2c1sc(=NC(=O)CN1C(=O)CCC1=O)n2C	1%	0%	x	-2%	x	x
CCCC(c1nnnn1C1CCCCC1)N1CCN(C2CCCC2)CC1 (stereo not given)	-12%	-4%	3	-23%	0%	0%
CN=C1C([N+](=O)[O-])=CC=C2C1=NC1(CCCCC1)N2O	5µM*	12%	-6	u	-12%	-20%
O=c1[nH]c(CN2CCN(Cc3ccc4c(c3)OCO4)CC2)nc2ccccc12	-11%	-11%	15	3%	5%&-3%	14%
CSc1ccccc1NC(=O)c1ccc([N+](=O)[O-])cc1	-3%	-14%	u	-1%	-15%	-4%
O=C(CCCOc1cccc(Br)c1)NCCOc1ccccc1	11%	-1%	20	0%	-6%	15%
Cc1ccc(S(=O)(=O)NCc2ccccc2)cc1	-4%&-17%	-14%	-21	-1%	15%	5%
O=C1C2C3C=CC(C4CC34)C2C(=O)N1/N=C/c1cccs1 (stereo not given)	-9%	0%	u	4%	6%	1%
Cc1cc(C)n(-c2ccc(C(=O)NCc3cccs3)cc2)n1	0%	-11%	11	-4%	-2%	1%
O=S(=O)(c1cccs1)N1CCN(CC(O)COc2cc(Cl)ccc2Cl)CC1 (stereo not given)	-2%	-3%	-61*	-24%[11.4 µM]	u	4%
CC(C)Sc1ncc(Cl)c(C(=O)Nc2nnc(C(C)C)s2)n1	x	15%	-3	0%	x	x
COc1ccc(OC)c(C(c2nnnn2CCc2ccccc2)N2CCN(c3ccccc3)CC2)c1 (stereo not given)	-6%	u	-12	-1%	u	u
CCC(OC(=O)c1ccco1)C(=O)NCc1ccc2c(c1)OCO2 (stereo not given)	6%	-8%	-10	0%	16%	5%
CCN1CCN(CCCNC(=O)c2ccc(CS(=O)c3ccc(Br)cc3)o2)CC1 (stereo not given)	x	0%	-18	2%	6%	-5%

In the list so far, these contain a carbonyl joined to an NH by a bond outside any ring:
SMILES	FBPA Giardia inh	AmpC detergent	HCMV inh	Sm TGR inh	HCV inh	AMA1-RON2 inh
CSc1ccccc1NC(=O)c1ccc([N+](=O)[O-])cc1	-3%	-14%	u	-1%	-15%	-4%
O=C(CCCOc1cccc(Br)c1)NCCOc1ccccc1	11%	-1%	20	0%	-6%	15%
Cc1cc(C)n(-c2ccc(C(=O)NCc3cccs3)cc2)n1	0%	-11%	11	-4%	-2%	1%
CC(C)Sc1ncc(Cl)c(C(=O)Nc2nnc(C(C)C)s2)n1	x	15%	-3	0%	x	x
CCC(OC(=O)c1ccco1)C(=O)NCc1ccc2c(c1)OCO2 (stereo not given)	6%	-8%	-10	0%	16%	5%
CCN1CCN(CCCNC(=O)c2ccc(CS(=O)c3ccc(Br)cc3)o2)CC1 (stereo not given)	x	0%	-18	2%	6%	-5%

(list continues)
SMILES	FBPA Giardia inh	AmpC detergent	HCMV inh	Sm TGR inh	HCV inh	AMA1-RON2 inh
O=c1[nH]c(SCc2ccccc2)nc2[nH]ncc12	2%	8%	38	3%	6%	14%
CCc1ccc(CNC(=O)c2cnc3sc(N(CC)CC)nn3c2=O)cc1	x	4%	u	-8%	x	x
O=C(N/N=C/c1c(O)n(-c2ccc(Cl)cn2)c(=O)c2ccccc12)c1ccncc1	-14%	-9%	-1	-6%	14%	21%
CCOC(=O)C1CCN(C(=O)CN2C(=O)C(CC)Oc3ccccc32)CC1 (stereo not given)	1%	-16%	25	31%	15%	-1%
CCc1ccccc1-n1c(N)c(C(=O)OC)c2nc3ccccc3nc21	x	0%	8	-1%	x	x
CC(=O)Nc1ccc(S(=O)(=O)N(C)CC(=O)NNc2c(F)c(F)cc(F)c2F)cc1	x	x	-23	x	5%	-1%
CCN(CC)CCCNC(=O)Cn1ccc2ccccc2c1=O	1%	5%	-5	2%	6%	-8%
CC(=O)CC(=O)NC1C2CC3CC(C2)CC1C3 (stereo not given)	14%	-8%	72	u	4%	25%
CN(C)C(=O)c1ccc(Oc2ccc(C(=O)N(C)C)cc2)cc1	10%	-7%	29	9%	0%	6%
CN1CCCC1c1ccc(=O)[nH]c1 (stereo not given)	x	x	14	x	21%	23%
Cc1cccc(NC(=O)C2CCN(S(=O)(=O)c3ccc4c(c3)CCCN4C(=O)C3CCC3)CC2)c1	x	-2%	-28	4%	x	x
O=C1CC(NC(=O)c2ccc(Cl)cc2)C(=O)N1 (stereo not given)	-5%	1%	73	-15%	16%	2%
O=C(Cn1nnc(-c2ccccc2Cl)n1)N1CCN(S(=O)(=O)c2ccc(Cl)cc2)CC1	1%	u	26	-26%	-3%	-11%
COc1ccc(-c2nc(-c3ccccn3)ncc2S(C)(=O)=O)cc1	9%	u	-61*	-1%	-9%	75%[activator]
Cc1occc1-c1nnc(-c2cc([N+](=O)[O-])cc([N+](=O)[O-])c2)o1	-16%	7%	-17	-6%	u	-5%
COC(=O)c1cc2occc2n1Cc1nc(-c2ccccc2C)oc1C	2%	-4%&-5%	5&50	-23%&-13%	-4%	2%
COc1ccc(-c2cc(C(=O)Nc3ccccc3SC)no2)cc1	-3%	4%	-12	18%	-12%	-1%
FC(F)(Cl)c1nnc2ccc(Sc3ccccn3)nn12	1%	-3%	-19	u	9%	7%
CCOc1ccc(/C=C/C(=O)c2ccccc2)cc1OC	-3%	-3%	-1	-18%	10%	-9%
Cc1c(C=NNc2ccccc2)[nH]c(=O)[nH]c1=O	x	x	85	x	37%[activator]	-7%
COc1cccc(C(=O)O/N=C(\N)c2ccc(C)cc2)c1	-10%	1%	117	2%	-5%	45%[activator]
COc1ccccc1/C=C1\SC(=S)N(C(C(=O)O)c2ccccc2)C1=O (stereo not given)	11%	-5%	0	0%	3%	-11%
Nc1nonc1-c1nc2ccccc2n1CC(=O)Nc1ccc(F)cc1	x	6%	23	8%	x	x
CCn1cc(C(=O)N2CCc3ccccc32)c(=O)c2cc(S(=O)(=O)N3CC(C)CC(C)C3)ccc21 (stereo not given)	-1%	u	-29	-12%	-8%	-5%
CCOC(=O)CN1C(=O)N[C@@H](c2ccc(Br)cc2)C(C(=O)OC)=C1C	0%[12.9 µM]	1%	-23	1%	u	5%
Cc1oc(-c2ccccc2Cl)nc1Cn1c(SCc2cccc(F)c2)nc2cccnc21	x	13%	-26	-11%	x	x
Cn1cc(Br)c(NS(=O)(=O)c2ccc(Cl)s2)n1	4%	-10%	-2	10%	7%	-6%
O=C(COc1ccc2ccccc2c1)Nc1ccc(S(=O)(=O)N2CCCCCC2)cc1	-5%	1%	8	-6%	-27%	-12%
Cc1c(Cl)cnc(NC(=O)COC(=O)CCS(=O)(=O)c2ccccc2)c1Cl	-23%	1%	-21	1%	7%	-1%
CC(C)C(NC(=O)CCN1C(=O)c2ccccc2C1=O)c1ccccc1 (stereo not given)	8%	2%	-2	1%	24%	-8%
O=C(CCCc1nc2ccccc2s1)Nc1ccccc1	-2%	-6%	-3	-7%	0%	4%
O=C(NCCc1c[nH]c2ccccc12)/C(=C\c1cccnc1)NC(=O)c1ccco1	4%	0%	-10	-1%	1%	-4%
CN(C)S(=O)(=O)c1ccc(Cl)c(NC(=O)CN2C(=O)NC3(CCCC3)C2=O)c1	3%	u	4	-4%	1%	0%
Cc1ccccc1-c1nn(-c2ccc(F)cc2F)cc1CNC1CC1	1%	7%	4	-2%	20%	2%
Cc1cnc(C(=O)NCCc2ccc(C(F)(F)F)cc2)cn1	10%	u	-36	-1%	10%	-12%
COc1ccccc1CNC(=O)Cc1csc2nc(-c3ccc(Cl)cc3)cn12	x	4%	-31	-4%	x	x
CSC1=N/C(=C/c2cccnc2)C(=O)N1Cc1ccccc1	1%	-4%	-13	-16%	-24%	32%[activator]
O=C(NCCN1CCOCC1)c1cc(-c2ccccc2Cl)on1	4%	-1%	-13	8%	-5%	-7%
COc1cccc(/C=C/c2nc(S(=O)(=O)c3ccccc3)c(N(C)C)o2)c1	-3%	0%	55	u	3%	-13%
COc1c(/C=N/Nc2nc(N3CCCCC3)nc(N3CCCCC3)n2)cccc1[N+](=O)[O-]	0%	4%	-92*	15%	u	-2%
CCCC(=O)NC(c1ccccc1OC)c1ccc2cccnc2c1O (stereo not given)	26%	0%	x	-10%	3.5µM*	-21%
NNC(=O)c1ccccc1OCCOc1ccccc1	-2%	-1%	67	14%	6%[8.37 µM]	40%[activator]
Cc1c(CN(C)C)c2c(n1Cc1ccccc1)C(=O)c1ccc(Br)cc1-2	1%	2%	-20	-3%	u	u
CCN(Cc1ccccc1)C(=O)c1cccnc1	2%	1%	-9	0%	u	0%
CCCCNC(=O)C(=O)NCc1ccncc1	0%	0%	23	-21%	7%	0%

Reformatted: entries from further up.
SMILES | FBPA Giardia inh | AmpC detergent | HCMV inh | Sm TGR inh | HCV inh | AMA1-RON2 inh
CC(C)Sc1ncc(Cl)c(C(=O)Nc2nnc(C(C)C)s2)n1 | x | 15% | -3 | 0% | x | x
COc1ccc(OC)c(C(c2nnnn2CCc2ccccc2)N2CCN(c3ccccc3)CC2)c1 (stereo not given) | -6% | u | -12 | -1% | u | u

Next section
SMILES	FBPA Giardia inh	AmpC detergent	HCMV inh	Sm TGR inh	HCV inh	AMA1-RON2 inh
NNC(=O)c1ccc(CN2C(=O)c3cccc4cccc2c34)cc1	-9%	0%	-19	-4%	-15%	84%[activator]
CN(c1ccc(OCC(=O)OCC(=O)c2c(N)n(C)c(=O)n(C)c2=O)cc1)S(=O)(=O)c1ccc2ccccc2c1	-1%	-13%	14	-8%	2%	-4%
c1ccc(Cn2ccnc2-c2ccco2)cc1	-3%	-12%	76	-6%[11.4 µM]	-20%	-19%
CCOC(=O)[C@H]1[C@H]2COc3ccc(Br)cc3[C@H]2N2C(=O)CNC(=O)[C@@]12C	x	5%	-6	0%	-1%	-2%
CCN(CC)c1ccc(/C=N/NC(=O)Nc2nonc2N)cc1	-8%	u	35	-9%	6%	-4%
CCCCCOc1ccc(C(=O)Nc2ccc(S(=O)(=O)Nc3cc(C)on3)cc2)cc1	-10%	u	82	-3%	18%	-4%
CC(=O)c1cc(O)c2ccccc2c1O	u	-12%	85	8.9µM*	4%	-7%
CN(C)/C=N/c1nc(-c2ccc3ccccc3c2)cs1	-4%	3%	129	u	u	-27%
Cc1cc(C)c[n+](C(C)C(=O)c2ccc(Cl)cc2)c1 (stereo not given)	0%	-11%	41	u	9%	-15%
COc1ccc(C2C=C(c3ccc(F)cc3)NC(=S)N2)cc1OC (stereo not given)	0%	1%	-35	24%	u	48%[activator]
COc1ccc(NC(=O)c2cnn(-c3ccccc3)c2C)c(OC)c1	8%	0%	27	3%	-9%	0%
Cc1cc(C(=O)NNS(=O)(=O)c2cccc(Cl)c2)nn1C(C)(C)C	-1%	-2%	28	6%	1%	0%
CC(C)=N/N=C(\N)SCc1ccccc1	-9%	-5%	4	0%	1%	0%
CC1=C(C(=O)OCC2CCCO2)C(c2coc3ccccc3c2=O)C2=C(CCCC2=O)N1 (stereo not given)	0%	5%	101	2%	5%	-16%
O=C(N/N=C/c1ccc(-c2cccc(C(F)(F)F)c2)o1)c1cccc(F)c1	9%	-1%	u	-20%	u	25%
